# TDP1 cell CPT – growth inhibition of DT40 Tdp1-/-;hTDP1 cells with camptothecin (screen for TDP1 inhibitors); chicken DT40 Tdp1-/-;hTDP1 cells + 20 nM CPT, ATP luminescence, 48 h; Potency, µM (highest dose often 46.2 µM), for inactives: at the top dose activity change, negative = growth inhibition, most hits filed as inhibitors; 420,000 compounds, 12% hits; note: nearly all actives have a fitted effect of over 55% in size
#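 Chicken DT40 Tdp1-/- cells stably complemented with human TDP1 were seeded at 400 cells/well in medium containing 20 nM camptothecin, exposed to pin-transferred compounds, and grown at 37 °C for at least 48 hr. Viability was read as ATP luminescence.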
# N370S GC – inhibitors or activators of N370S glucocerebrosidase for Gaucher disease; P04062; N370S GC spleen homogenate, 4MU-glucoside fluorescence; Potency, µM (series often up to 59.4 µM), for the others: at the highest dose activity change, negative = inhibition, hits mostly inhibitors; 330,000 compounds, 0.092% hits; AID 2101;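 note: 0% = full enzyme activity and -100% = no enzyme basal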
# FEN1 inhibitor – inhibitors of human flap endonuclease 1 | P39748 | Recombinant FEN1 flap cleavage, fluorescence, 15 min | Potency, µM (titrated, usually from 114 µM), without a hit: at the top dose activity change, negative = inhibition, usual class: inhibitors | 390,000 compounds, 0.35% hits; note: nearly all actives have a fitted effect of over 65% in size
# Target sequence (P39748 whole entry, looked up): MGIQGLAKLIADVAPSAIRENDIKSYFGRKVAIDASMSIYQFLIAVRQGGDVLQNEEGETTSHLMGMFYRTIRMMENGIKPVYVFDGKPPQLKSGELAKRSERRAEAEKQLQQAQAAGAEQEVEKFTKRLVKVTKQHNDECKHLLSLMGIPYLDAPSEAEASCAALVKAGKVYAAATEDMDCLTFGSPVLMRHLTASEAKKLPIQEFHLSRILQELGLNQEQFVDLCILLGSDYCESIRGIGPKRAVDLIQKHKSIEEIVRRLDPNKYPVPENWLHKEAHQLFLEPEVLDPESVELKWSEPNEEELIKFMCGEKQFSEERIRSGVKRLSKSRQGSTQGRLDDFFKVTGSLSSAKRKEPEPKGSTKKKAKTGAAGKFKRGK
#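 Steps: FEN1 (10 nM) dispensed; compound added by pin tool; 15 min at room temperature; substrate added to 50 nM final; reads at 0 min and 15 min; data normalized and fitted (four-parameter Hill).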
# The depositor's hits bear a star; u = inconclusive; x = not tested or not shown; & = joins results of further samples; [ ] = dose if it differs, or a comment. Calls come from the whole dose curve; as a rule, active = well fitted curve in the direction sought with a large enough effect; inconclusive = small, poorly fitted or top-dose-only effect, or another doubt; inactive = no such curve, though single readings can be large; an effect the other way counts as inactive or inconclusive. Unless noted, % is set by controls: 0 for no effect and ±100 for the full control effect; potency is the fitted concentration of half-maximal effect.
SMILES,N370S GC,FEN1 inhibitor,TDP1 cell CPT
CCc1ccc(-c2cc(C)no2)cc1S(=O)(=O)Nc1cc(C)on1,-9%,-9%,0%
O=C(Nc1ccc2[nH]ncc2c1)c1ccccc1,0%,-2%,-6%
CCOc1ccc(S(=O)(=O)N(CC(=O)Nc2ccc3c(c2)OCO3)c2ccc(C)cc2)cc1,x,-2%,u
COc1ccc(COc2ccc3ccc(=O)oc3c2)cc1,-3%,-1%,-25%
Cc1oc2c(c1C(=O)N1CCOCC1)C(=O)c1ccccc1C2=O,9%,18%,2.6µM*
CC(C)(C)OC(=O)N1CCN(C(=O)c2[nH]cnc2C(=O)NCc2ccccc2)CC1,x,-12%,-4%
Clc1ccccc1-c1nnc2sc(-c3ccncc3)nn12,5%,-15%,u
N#Cc1ccc(-c2ccc(OCC(O)Cn3nnc4ccccc43)cc2)cc1 (stereo unspecified),8%,-2%,u
Cc1cccc(N(CC(=O)NCCSCc2ccc(Cl)cc2)S(C)(=O)=O)c1C,x,-1%,18µM*
CCCC(C(=O)NC1CCCC1)N(C(=O)Cn1nnc(-c2ccc(C)o2)n1)c1ccccc1OC (stereo unspecified),9%,-15%,-28%
CCOC(=O)N1CCN(C(=O)COC(=O)C2CCN(S(=O)(=O)c3c(C)c(C)cc(C)c3C)CC2)CC1,-6%,-10%,u
CCOC(=O)C(Cc1ccccc1)NC(=O)CCc1nnc2ccc(N3CCCC3)nn12 (stereo unspecified),-16%,-6%,u
CCOC(CCNC(=O)c1cc2c(=O)[nH]c3ccccc3c2s1)OCC,1%,-6%,u
COc1ccc(Cl)cc1NC(=O)CN(C)C(=O)c1cn2ccccc2n1,x,4%,u
O=C(c1ccc(NS(=O)(=O)c2cccs2)cc1)N1CCOCC1,-6%,-4%,-12%
Cc1noc2ncnc(N3CCN(c4ccc(F)cc4)CC3)c12,-1%,3%,u
CC1CCCCC1NC(=O)c1ccc2c(c1)OCCO2 (stereo unspecified),x,0%,-21%
CC1(C)Cc2c(c(=S)nc(-c3ccccc3)n2Cc2cccnc2)CO1,7%,-1%,11%
CCCc1nc2c(nnn2Cc2ccccc2)c(=O)[nH]1,2%,4%,-19%
CCc1ccc2c(c1)[C@H]1OCC[C@H]1[C@@H](c1cccs1)N2,u,-13%,13µM*

# Ordered by SMILES length (smallest number first): part of the list above
SMILES,N370S GC,FEN1 inhibitor,TDP1 cell CPT
CCCc1nc2c(nnn2Cc2ccccc2)c(=O)[nH]1,2%,4%,-19%
Cc1noc2ncnc(N3CCN(c4ccc(F)cc4)CC3)c12,-1%,3%,u
O=C(c1ccc(NS(=O)(=O)c2cccs2)cc1)N1CCOCC1,-6%,-4%,-12%
CCOC(CCNC(=O)c1cc2c(=O)[nH]c3ccccc3c2s1)OCC,1%,-6%,u
CC1(C)Cc2c(c(=S)nc(-c3ccccc3)n2Cc2cccnc2)CO1,7%,-1%,11%
CCOC(=O)N1CCN(C(=O)COC(=O)C2CCN(S(=O)(=O)c3c(C)c(C)cc(C)c3C)CC2)CC1,-6%,-10%,u

# The results go on:
SMILES,N370S GC,FEN1 inhibitor,TDP1 cell CPT
COc1ccc(-n2c(=O)c(-c3cccs3)nc3cncnc32)cc1,6%,x,9%
COc1cccc(C(=O)N=c2sc3c(C)ccc(OC)c3n2C)c1,2%,-6%,-1%
NC(=O)c1ccsc1NC(=O)CCS(=O)(=O)c1ccc(Cl)cc1,-3%,-4%,u
CC(C)c1ccccc1OS(N)(=O)=O,4%,-4%,3%
CCn1c(=O)cc(N2CCOCC2)[nH]c1=O,2%,7%,0%
CCOC(=O)CCN(Cc1ccccc1)S(=O)(=O)c1csc(C(N)=O)c1,-18%,-13%&-5%,-15%&-18%
COc1cc(CN(C)C(C)C(=O)Nc2ccc([N+](=O)[O-])cc2Cl)ccc1OC(F)F (stereo unspecified),16%,-9%,u
COc1ccccc1N1C(=O)c2ccc(C(=O)Nc3ccc(C(=O)O)cc3)cc2C1=O,0%,0%,0%
COc1cccc(C(=O)Nc2ccc(NC(=O)C(C)(C)C)cn2)c1,-1%,-2%,-21%
CCC(CC)NC(=O)CCc1nc2ccccc2c(=O)[nH]1,-1%,-11%,-5%
O=C(O)C1CC=CCC1C(=O)NNS(=O)(=O)c1ccccc1 (stereo unspecified),0%,-2%,3%
O=[N+]([O-])c1ccc(CSc2ccc(S(=O)(=O)N3CCOCC3)cn2)cc1,3%,-14%,u
CSc1ncccc1C(=O)NCc1ccccc1Cl,-8%,4%,12%
Cc1nc2nc(SCc3ccc([N+](=O)[O-])cc3)[nH]c2cc1Br,2%,17%,-8%
COC(=O)c1cc(NC(=O)C2CCCN(S(=O)(=O)c3c(C)n[nH]c3C)C2)cc(C(=O)OC)c1 (stereo unspecified),12%,-3%,27%
Cc1oc(-c2ccccc2F)nc1CN1CCC(C(=O)NCCc2ccccc2)CC1,x,-4%,u
O=C(NCCOC12CC3CC(CC(C3)C1)C2)c1cccc(Br)c1,18%,-10%,u
COc1cccc(C(=O)Nc2ccccc2N2CCOCC2)c1,7%,-18%,-22%
Cc1ccc2nsnc2c1NC(=O)c1cncc(Br)c1,0%,6%,-22%
Cc1ccc(C(CC(=O)N2CCNCC2)c2ccccc2)c(O)c1C (stereo unspecified),-15%,16%,-27%
COc1ccccc1C(=O)COC(=O)C1CCN(S(=O)(=O)c2ccc(C)c(C)c2)CC1,4%,-7%,8%
[O-]C1=N/[N+](=C/c2ccc(Cl)c(Cl)c2)CC1,12%,0%,5%
COc1cc(NC(=O)c2ccc([N+](=O)[O-])cc2)ccc1NC(=O)C(C)C,17%,-8%,6%
Cn1c2c(c(=O)n(C)c1=O)CN(CC1CCCO1)CN2 (stereo unspecified),-1%,11%,-24%
Cc1ccc(Sc2ncccc2[N+](=O)[O-])cc1,-5%,-12%,24%
CSC1=N/C(=C\c2ccccc2C)C(=O)S1,4%,4%,-29%
O=C(O)c1cccnc1SCc1ccccc1Cl,4%,-2%,-12%
Cc1cccc(CCN(C(=O)Cc2cccs2)C(C(=O)NC2CCCCC2)c2cccnc2)c1 (stereo unspecified),-4%,6%,5.8µM*
Clc1ccc(-c2csc(N3CCC(c4ccccc4)C3)n2)cc1 (stereo unspecified),8%,-5%,-25%
Cc1cccc(NC(=O)CSc2nnc(C)c(=O)n2N)c1,6%,6%,14%
COc1ccccc1-c1ccc(SCc2ccccc2F)nn1,5%,-10%,-20%
COc1cccc(CNC(=O)CN2C(=O)NC(c3ccccc3)(c3ccccc3)C2=O)c1,1%,8%,u
Cc1cc(Cl)c(S(N)(=O)=O)cc1OCC(N)=O,-24%,-9%,6%
O=C(NC1CCCC1)C(NS(=O)(=O)c1cccc2nsnc12)c1ccccc1 (stereo unspecified),-15%,7%,1%
COc1cc(C(=O)OCC(=O)Nc2c(F)c(F)c(F)c(F)c2F)cc(OC)c1OC,6%,-1%,-10%
COc1ccc(N2Cc3cccc(C(=O)N4CCOCC4)c3C2=O)cc1,-4%,9%,3%
Cc1ccc(S(=O)(=O)N(C)C2(C)CCS(=O)(=O)C2)cc1 (stereo unspecified),2%,6%,-25%
Cc1c(Br)c(C(F)(F)F)nn1CC(=O)NCCN1CCOCC1,-4%,0%,3%
FC(F)(F)c1ccc(Cl)c(NC2=NCCCCC2)c1,-24%,12%,23%
COc1ccc([C@H]2CC(=O)C=C(c3cccc(C#N)c3)C2)cc1,x,-13%,u
CCCOc1ccc(C(=O)NNC(=S)NC(=O)c2cccs2)cc1,22%,-5%,23µM*
c1ccc(Cn2nnnc2CN2CCOCC2)cc1,4%,-10%,3%
CCOC(=O)c1sc(=NC(=O)/C=C/c2cccs2)n(C)c1C,15%,0%,-2%
O=C(c1ccccc1)N1CCN(C(=O)C23CC4CC(CC(C4)C2)C3)CC1,11%,-4%,-18%
O=C(Nc1ccccc1N1CCCCC1)c1ccc([N+](=O)[O-])o1,5%,4%,21µM*
Cc1cc(NC(=S)Nc2ccc(C)c(Cl)c2)n[nH]1,27%,-4%,u
CCc1nnc(NC(=O)Cn2nc(-c3ccc(OC)c(OC)c3)ccc2=O)s1,-7%,-1%,-8%
CCc1ccc(S(=O)(=O)NCc2csc(C)n2)cc1,-1%,5%,-25%
CN(C)c1nnnn1-c1cccc(Oc2ncc(C(F)(F)F)cc2Cl)c1,4%,12%,-26%
Cc1cc(N/N=C/c2ccc(N(C)C)cc2)nc(NCc2ccccc2)n1,u,-25%,7.3µM*

# Remaining list, next part.
SMILES,N370S GC,FEN1 inhibitor,TDP1 cell CPT
CSc1ccc(Cl)c(C(=O)OCC(=O)N2CCN(c3ccccc3)CC2)c1,-4%,-9%,-7%
Cc1ccn2c(NC(=O)c3ccco3)c(-c3ccccc3)nc2c1,-2%,-16%,-9%
CCc1cc2c(SCC#N)ncnc2s1,-17%,0%,-4%
Cc1ccc(-n2nc3c(c2NC(=O)CCC2CCCCC2)CS(=O)C3)cc1 (stereo unspecified),10%,3%,-19%
CC(C)n1c(=S)[nH]c2c1c(=O)[nH]c(=O)n2C,3%,14%,-24%
CC1CCN(C(=O)c2cc(Cl)ccc2NC(=O)c2ccco2)CC1,1%,1%,12%
CCCNC(=O)COC(=O)c1cc(-c2ccc(OC)cc2)nc2ccccc12,2%,-1%,u
Cc1cc(C)cc(N(CC(=O)N2CCn3c2nc2ccccc23)S(=O)(=O)c2c(C)noc2C)c1,-21%,-6%,-16%
COc1ccc(NC(=O)CN(C)CC(=O)Nc2cccc3ccccc23)c(OC)c1,2%,-1%,u
COC(=O)CCN1CCC(c2cc(-c3cccc(C(F)(F)F)c3)n[nH]2)CC1,u,12%,-7%
COc1cccc(NC(=O)CC(C)=O)c1,-6%,0%,-7%
Cc1c(C(=O)NC(C)CN2CCCCC2)oc2ccccc12 (stereo unspecified),2%,9%,-12%
O=C(c1ccc(OC2CCN(CCc3ccccc3)CC2)cc1)N1CCC[C@H]1CO,-2%,-2%,-11%
S=C(NCc1cccs1)Nc1cc(Cl)cc(Cl)c1,7%,-23%,u
O=S(=O)(Nc1cc(Cl)ccc1-n1cncn1)c1cc(Br)ccc1Br,x,-1%,26µM*
Cc1ccccc1S(=O)(=O)Nc1nc2ccccc2nc1Cl,u,7%,-19%
NS(=O)(=O)c1cccc(NC(=O)COC(=O)CSCc2ccccc2)c1,x,14%,-7%
CCOc1cc(NC(=O)C2CC2)c(OCC)cc1NC(=O)c1ccccn1,-6%,8%,18µM*
COc1ccc(NC(=O)C(Sc2nnc3ccccn23)c2ccccc2)cc1Cl (stereo unspecified),8%,-16%,u
O=C(c1cccs1)c1cn(CCOc2ccccc2F)c2ccccc12,x,-12%,u
C=C1CCN(C(CC(C)C)C(=O)O)S(=O)(=O)c2ccccc21 (stereo unspecified),-5%,-6%,x
CCOC(=O)c1[nH]c2cc(OC)c(OC)cc2c1NC(=O)c1nonc1C,1%,11%,-6%
O=S(=O)(Nc1ccc(Br)cc1F)c1ccc2nc(-c3ccccc3)[nH]c2c1,x,-6%,-21%
COC(=O)CC1C(C)(C)C(OC(C)=O)C2[C@H](OC(C)=O)[C@]34O[C@]2(O)[C@]1(C)C3CC[C@]1(C)C4=CC(=O)OC1c1ccoc1 (stereo partly specified),-29%,x,u
CCOC(=O)/C(=C\c1cn(C)c2ccccc12)[N+](=O)[O-],6%,6%,u
CCOc1ccc2[nH]c(C)cc(=O)c2c1,2%,-5%,u
Cc1cc(=O)oc2cc(OCC(=O)Nc3nnc(C(C)C)s3)ccc12,7%,-11%,-13%
CC(=O)c1ccc(S(=O)(=O)NC2CC(=O)N(c3ccc(C)c(C)c3)C2)cc1 (stereo unspecified),-12%,6%,15µM*
COc1ccc(-c2nnc(SCC(=O)c3[nH]c(C)c(C(C)=O)c3C)o2)cc1,-9%,5%,13µM*
COCCn1nnnc1C(c1ccc(OC)cc1OC)N1CCN(c2ccccc2F)CC1 (stereo unspecified),4%,-2%,-23%
Cn1c(=O)c2c(nc(SC3C(=O)CC(C)(C)CC3=O)n2C)n(C)c1=O,-7%[2.35 µM],4%,0%
CCCCOCCCNC(=O)N[C@H](C(=O)OC)C(C)C,-17%,20%,u
Cc1cc(C)c(C(=O)COC(=O)CCn2c(C)csc2=O)cc1C,3%,13%,-16%
Cc1cccnc1NC(=O)CNC(=O)C12CC3CC(CC(Cl)(C3)C1)C2,-7%,-2%,-2%

# This is a subset, so the mix of outcomes need not match the whole.
